From PubChem BioAssay
KRASV12 cytotoxicity: viability loss of HPDE-C7K cells – cell-based, fluorescence, HTS, primary screen (AID 431); HPDE-C7K KRASV12 cells, Alamar Blue viability, 48 h; higher % means a stronger effect; hit rate 1.7% among 63,000; cytotoxicity, % at 10 µM, or EC50 in µM where a hit was titrated;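 active = compounds whose percent cytotoxicity in the single-dose primary screen, scaled between solvent and toxic-drug controls, exceeds 50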;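 also: 0% = DMSO solvent wells and 100% = doxorubicin-treated wells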
LYP inhibition: inhibition of human PTPN22 tyrosine phosphatase – biochemical, DiFMUP fluorescence, recombinant catalytic domain, 10 µM, primary screen (AID 606) | recombinant LYP catalytic domain, DiFMUP fluorescence; higher % means a stronger effect | inhibition, % at 10 µM; hits with a dose series show IC50 in µM | 52,000 tested, under 10 active;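 active = IC50 under 40 µM in the dose-response test; inactive = IC50 of 40 µM or more, or never dose-tested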
Bfl-1 inhibitors: displacement of Bid BH3 peptide from Bfl-1 – biochemical, fluorescence polarization, FITC-Bid, mouse, primary screen (AID 432); FITC-Bid BH3 peptide fluorescence polarization displacement; higher % means a stronger effect; one-dose displacement, % at 20 µM; IC50 in µM for titrated hits; hit rate 0.02% among 64,000; in the data active = a potency from the dose series; inactive = the rest, 99 in 100 with displacement below about 15%; also: strong numbers were not always called active
HT1080 cytotoxicity: HT1080 cell viability loss – fluorescence readout (AID 620). HT1080 viability, fluorescence; higher % means a stronger effect. cytotoxicity, % at 10 µM, or EC50 in µM where a hit was titrated. hit rate 0.42% among 87,000;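 also: cells exposed to compound overnight then 4 h with Alamar Blue; 0% = vehicle DMSO and 100% = killing control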
Spn DPM-DC inh: blocks S. pneumoniae diphosphomevalonate decarboxylase; calls only at 10 µM; hit rate 0.49% among 65,000; AID 556; purified DPM-DC, PK/LDH coupled NADH fluorescence;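 active = the 320 compounds with the highest percent inhibition in the single-dose primary screen, excluding strongly autofluorescent ones, cut at about 32% in these data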;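 also: kinetic rate of NADH fluorescence loss reporting ADP formed by the decarboxylase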
MK inhibit: inhibitors of Streptococcus pneumoniae mevalonate kinase | purified MK, PK/LDH-coupled NADH absorbance 340 nm | hit rate 0.48% among 65,000 | inhibition, % at 10 µM;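 active = ranked among the strongest by inhibition in the single 10 µM screen, a fixed top-ranked set picked for dose follow-up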; also: no value below 0 was filed
HPDE-C7 viability: cytotoxicity in HPDE-C7 cells, cell-based, fluorescence, HTS (AID 430); HPDE-C7 pancreatic duct cells viability, fluorescence; higher % means a stronger effect; cytotoxicity, % at 10 µM, or EC50 in µM where a hit was titrated; hit rate 1.8% among 63,000;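 also: cells exposed to compound for 48 hours before viability readout; 0% = vehicle and 100% = reference cytotoxic drug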
Alkaline phosphatase: inhibition of tissue-nonspecific alkaline phosphatase – biochemical, luminescent (AID 518); inhibition, % at 20 µM, or IC50 in µM where a hit was titrated; purified TNAP enzyme, luminescent substrate readout; higher % means a stronger effect; hit rate 0.09% among 64,000; in the data active = a potency from the dose series; inactive = the rest, 99 in 100 with inhibition below about 22%;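 also: plate controls were vehicle for no effect and reference inhibitor for full effect; many of its hits are not listed in these tables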
Spn PMK inh: S. pneumoniae PMK inhibition; purified PMK, PK/LDH-coupled NADH absorbance 340 nm; inhibition, % at 10 µM; hit rate 0.49% among 65,000; AID 539;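 active = top-ranked compounds by inhibition in the single 10 µM screen, taking a fixed number of the strongest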;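 also: 0% = full reaction with DMSO carrier and 100% = background rate without enzyme reaction; no value below 0 was filed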
Spn PMK inh pilot replicates: also measured in Spn PMK inh; calls as there; inhibition, %; measured here: pilot screen replicates
MK inhibit pilot replicates: further read-out of MK inhibit, marked with its call; inhibition, %; measured here: pilot screen replicates
Spn DPM-DC inh pilot screen %: recorded beside Spn DPM-DC inh, whose call it bears; inhibition, %; measured here: pilot screen trials
* = called active by the depositor; i = inactive; . = not tested or not shown. Rule as the data show it, unless noted: active = cytotoxicity above about 50%; inactive = the rest.

SMILES	KRASV12 cytotoxicity	LYP inhibition	Bfl-1 inhibitors	HT1080 cytotoxicity	Spn DPM-DC inh	MK inhibit	HPDE-C7 viability	Alkaline phosphatase	Spn PMK inh	others
CCN(CC)CCNC(=O)c1ccccc1C(=O)c1ncc[nH]1	-4%	.	-1%	-8%	i	4	0%	8%	0
COC(=O)Cn1nc(-c2ccccc2)c2ccccc21	2%	-11%	0%	-5%	i	0	7%	9%	8
O=C(NCCc1ccccc1)c1noc2c1CCc1ccccc1-2	-10%	.	-1%	-2%	i	10	-8%	16%	15
O=C1NCCCc2nc(Oc3ccccc3)sc21	14%	5%	-1%	-3%	i	3	-1%	8%	0
CN(CC(=O)N1CC=C(c2ccccc2)CC1)S(=O)(=O)c1cnc[nH]1	1%	9%	-1%	5%	i	2	-14%	12%	14
COc1ccc(NS(=O)(=O)c2ccc(N)c(C(=O)O)c2)cc1	-9%	.	-4%	-6%	i	5	0%	0%	11
Cc1cc(SCC(=O)NC(=O)NCc2ccco2)nc2c(C)cccc12	-12%	7%	0%	-6%	i	8	-6%	6%	13
N#Cc1nc(-c2ccco2)oc1N1CCC(C(N)=O)CC1	11%	.	-2%	39%	.	11	2%	5%	14
N#CC1=C(N)OC2=C(C(=O)CCC2)C1c1ccc(OC(=O)N2CCOCC2)cc1 (stereo unspecified)	-5%	15%	1%	-1%	i	7	-6%	-2%	6
CCOc1ccc(C(=O)Nn2cnnc2)cc1	.	7%	-6%	-1%	i	6	.	8%	6
COc1ccccc1-c1cc(C(F)(F)F)nc(N2CCN(c3ccc(F)cc3)CC2)n1	-2%	-4%	-10%	7%	i	5	-8%	6%	0
COc1ccc(N2C(=O)[C@@H]3Cc4ccccc4CN3C2=O)cc1	-5%	17%	-5%	-6%	i	14	-6%	3%	4
Cc1nnc(NC(=O)CSc2nnc(CNC(=O)c3ccccc3)n2-c2ccccc2)s1	-1%	.	1%	-2%	i	4	-24%	12%	0
CCC(CC)C(=O)NCCc1ccc(S(N)(=O)=O)cc1	-5%	6%	0%	-3%	i	10	5%	7%	8
CCCC(=O)Nc1cc(C)c2c(=O)oc3ccccc3c2n1	5%	.	-1%	.	i	5	6%	18%	15	Spn PMK inh pilot replicates=0.5;MK inhibit pilot replicates=0.0;Spn DPM-DC inh pilot screen %=0.5
CCC(C)NC(=O)CC(c1ccc(OC)cc1)n1cccc1 (stereo unspecified)	-4%	9%	-1%	3%	i	0	-7%	10%	6
Cc1noc(NS(=O)(=O)c2ccc(NC(=O)CSc3nc4c(cc3C#N)CCCC4)cc2)c1C	2%	6%	2%	10%	i	0	-5%	2%	6
OCCCc1nc2n(n1)C(c1ccccc1)C=C(c1ccccc1)N2 (stereo unspecified)	-10%	6%	8%	0%	i	10	-38%	11%	0
O=C(c1ccccc1)N1CCN(c2ccc(NCc3ccc4c(c3)OCO4)cc2)CC1	6%	6%	-1%	-3%	i	3	22%	8%	0
O=c1oc2ccccc2n1Cn1c(=O)oc2ccccc21	-10%	18%	1%	-10%	i	2	-12%	4%	7
Cc1ccccc1-c1nnc(SCc2ccc(F)cc2)o1	-27%	0%	-6%	3%	i	5	-11%	17%	6
COC(=O)Nc1ccc(Oc2ccccc2)cc1	-4%	13%	-2%	1%	i	5	3%	11%	0
CCC(=O)Nc1cccc(-c2nnc(SCC(=O)NCc3ccco3)n2C)c1	-17%	12%	-2%	1%	i	1	-2%	-2%	9
O=C(C1CC1)N(CCc1ccccc1)Cc1nc2ccccc2c(=O)[nH]1	-15%	8%	5%	-6%	i	5	-16%	7%	14
CCOc1ccc(S(=O)(=O)N2CCN(C)CC2)c(C)c1C	-3%	9%	-5%	11%	i	5	5%	16%	4
The listing continues:
SMILES	KRASV12 cytotoxicity	LYP inhibition	Bfl-1 inhibitors	HT1080 cytotoxicity	Spn DPM-DC inh	MK inhibit	HPDE-C7 viability	Alkaline phosphatase	Spn PMK inh	others
Fc1cccc(-c2cc3nc4c(c(N5CCN(c6cnccn6)CC5)n3n2)CCCC4)c1	-5%	11%	2%	2%	.	10	6%	19%	12	Spn PMK inh pilot replicates=3.5;MK inhibit pilot replicates=0.5
CCCC(C(=O)NCc1ccco1)N(C(=O)CNS(=O)(=O)c1ccccc1)C1CCCC1 (stereo unspecified)	-4%	12%	-3%	4%	i	9	-7%	-7%	0
CCCCCC(=O)Nc1ccccc1N1CCN(c2ccccc2)CC1	-10%	1%	1%	-26%	i	6	-1%	10%	11
CS(=O)(=O)NCc1nnc(SCC(=O)NC2CCCCC2)n1-c1ccc(F)cc1	3%	-2%	-2%	2%	i	4	-1%	12%	20	Spn PMK inh pilot replicates=3.0;MK inhibit pilot replicates=0.0;Spn DPM-DC inh pilot screen %=1.5
CCN(CC)c1ccc(C2C(C(=O)OCCOC(C)C)=C(C)NC3=C2C(=O)CCC3)cc1 (stereo unspecified)	-6%	-8%	2%	2%	i	0	-11%	1%	0
Cc1ccc(NC(=O)c2ccco2)c(NC(=O)CN2C(=O)c3ccccc3C2=O)c1	0%	.	-1%	-6%	i	6	0%	6%	12	Spn PMK inh pilot replicates=4.5;MK inhibit pilot replicates=0.0;Spn DPM-DC inh pilot screen %=4.5
O=C(O)c1ccc(NS(=O)(=O)c2ccc(Cl)cc2)cc1	-11%	9%	-8%	0%	i	14	-14%	4%	3
O=C1c2cccnc2C(=O)N1CO	1%	.	0%	10%	i	0	-1%	9%	21
c1ccc(CCNc2ncnc3c2cnn3-c2ccccc2)cc1	.	-5%	.	-1%	i	7	.	.	5
C=CCn1c(=N)c(C(=O)NCCCOC)cc2c(=O)n3ccccc3nc21	-2%	7%	-2%	11%	.	10	-8%	7%	18
COc1ccc(N2C(=O)C(Cl)=C(N3CCN(Cc4ccccc4)CC3)C2=O)cc1	-6%	10%	18%	-5%	i	11	-9%	7%	10
CC1(C(=O)Nc2nccs2)Cc2ccccc2C(=O)O1 (stereo unspecified)	-4%	-8%	-7%	10%	i	7	4%	8%	0
CCOC(=O)C1=C(C)OC(N)=C(C#N)C1c1c(C)nn(-c2ccc(C)cc2)c1Cl (stereo unspecified)	-1%	19%	-4%	-2%	i	10	-2%	9%	5
CCCCOc1ccc(-c2nnn(CC(=O)NCc3ccco3)n2)cc1	51%*	-3%	-8%	45%	i	11	45%	10%	16	Spn PMK inh pilot replicates=0.0;MK inhibit pilot replicates=0.0;Spn DPM-DC inh pilot screen %=0.5
O=C(CSc1nnnn1C1CCCC1)N1CCCc2ccccc21	2%	.	-9%	-9%	i	4	6%	12%	11
O=C(Nc1ccc2c(c1)OCO2)c1cc2ncc(Br)cn2n1	12%	8%	4%	1%	i	2	9%	9%	3	Spn PMK inh pilot replicates=3.0;MK inhibit pilot replicates=1.0;Spn DPM-DC inh pilot screen %=3.5
Cc1ccc(-c2nnc(-c3ccccc3)o2)cc1Br	-10%	-4%	-10%	13%	i	6	2%	17%	0
COC(=O)C1=C(C)Nc2nc(-c3ccccc3)nn2C1c1ccc(C)o1 (stereo unspecified)	0%	6%	-6%	2%	i	3	-9%	7%	0
Cc1ccc(C)c2[nH]c(=O)c(CCNC(=O)c3ccc4c(c3)OCO4)cc12	.	15%	.	-3%	i	5	.	.	17
COCCCNC(=O)c1ccc(CS(=O)(=O)c2ccc(OC)cc2)o1	-6%	.	-2%	-1%	i	4	-8%	15%	5	Spn PMK inh pilot replicates=1.0;MK inhibit pilot replicates=1.5;Spn DPM-DC inh pilot screen %=0.0
CCC(=O)N1CCc2cc(Br)cc(S(=O)(=O)CCC(=O)NCc3ccco3)c21	-2%	-1%	4%	4%	i	7	1%	4%	0
Cc1ccc(C(=O)N(CN2CCCC2=O)c2ccc(F)cc2)cc1C	-12%	10%	8%	9%	i	4	-5%	4%	2
COc1ccccc1-c1noc(CCC(=O)Nc2cccc(C(F)(F)F)c2)n1	10%	8%	-5%	-8%	i	6	-14%	-4%	11
CCN(CC)S(=O)(=O)c1ccc(F)c(C(=O)NCCCN2CCOCC2)c1	.	-8%	-11%	-2%	i	0	.	8%	8
CC12CCC(C(=O)N3CCN(c4ncccn4)CC3)(c3nc4ccccc4nc31)C2(C)C (stereo unspecified)	4%	0%	-6%	-4%	i	6	-2%	10%	8
Continuation.
SMILES	KRASV12 cytotoxicity	LYP inhibition	Bfl-1 inhibitors	HT1080 cytotoxicity	Spn DPM-DC inh	MK inhibit	HPDE-C7 viability	Alkaline phosphatase	Spn PMK inh	others
N[C@H](Cc1c[nH]c2ccccc12)C(=O)O	.	20%	.	1%	i	1	.	.	11
COc1ccc(N(C(=O)COc2ccccc2)C2C=CS(=O)(=O)C2)c(OC)c1 (stereo unspecified)	-10%	8%	0%	5%	i	6	-21%	-4%	20
C=CCN(C(=O)CNC(=O)c1ccco1)C(C(=O)NC1CCCCC1)c1ccc(OC)cc1OC (stereo unspecified)	6%	-9%	-6%	-9%	i	13	3%	2%	12
C[C@H](NC(=O)C1(c2ccccc2)CCN(C(=O)[C@H]2CSCN2C(=O)OC(C)(C)C)CC1)C(=O)O	-16%	.	-1%	-6%	i	6	-16%	0%	8
O=S(=O)(CC(CN1CCCC1)N1CCCC1)c1ccc2ccccc2c1 (stereo unspecified)	2.4µM*	2%	10%	34%	i	5	2µM*	-6%	7
CCOC(=O)c1c(NC(C)=O)sc2c1CCCNC2=O	-12%	.	-2%	-6%	i	4	-23%	11%	0
Cc1cc(C)n(C(=O)CNC(=O)COc2ccccc2)n1	-1%	5%	-7%	1%	i	12	-3%	6%	8
O=C(CCS(=O)(=O)c1cccc2nonc12)Nc1cccc2c1CCCC2	-10%	.	-4%	.	i	10	-3%	7%	0	Spn PMK inh pilot replicates=5.5;MK inhibit pilot replicates=0.0;Spn DPM-DC inh pilot screen %=0.5
O=C(C1CCN(S(=O)(=O)N2CCOCC2)CC1)N1CCc2ccccc21	-10%	10%	8%	-6%	i	7	-5%	4%	21
CSc1nnc(C2CCCN2)n1C (stereo unspecified)	5%	-9%	-9%	2%	i	10	-4%	12%	0
Cc1occc1-c1nnc(SCC(=O)NC(=O)NC(C)C)n1N	-4%	.	2%	10%	i	5	1%	8%	7
COc1cc(OC)cc(C(=O)NC2CCSC2=O)c1 (stereo unspecified)	.	14%	5%	-1%	i	7	.	11%	11
O=C(CC1SC2=NCCN2C1=O)Nc1ccc(Br)cc1 (stereo unspecified)	0%	8%	-4%	-1%	i	10	2%	3%	0
CC1C(=O)C(C)C(c2ccco2)NC1c1ccco1 (stereo unspecified)	10%	6%	-8%	-4%	i	5	8%	8%	3

Structures from the list above that contain a COOH group, in the order listed:
SMILES	KRASV12 cytotoxicity	LYP inhibition	Bfl-1 inhibitors	HT1080 cytotoxicity	Spn DPM-DC inh	MK inhibit	HPDE-C7 viability	Alkaline phosphatase	Spn PMK inh	others
COc1ccc(NS(=O)(=O)c2ccc(N)c(C(=O)O)c2)cc1	-9%	.	-4%	-6%	i	5	0%	0%	11
O=C(O)c1ccc(NS(=O)(=O)c2ccc(Cl)cc2)cc1	-11%	9%	-8%	0%	i	14	-14%	4%	3
N[C@H](Cc1c[nH]c2ccccc12)C(=O)O	.	20%	.	1%	i	1	.	.	11
C[C@H](NC(=O)C1(c2ccccc2)CCN(C(=O)[C@H]2CSCN2C(=O)OC(C)(C)C)CC1)C(=O)O	-16%	.	-1%	-6%	i	6	-16%	0%	8
